ALOX15B inhib: inhibitors of human 15-lipoxygenase 2 (ALOX15B). actives 0.56% (n = 110,000). Potency, µM (titrated, usually from 57.1 µM), without a hit: at the highest dose activity change, negative = inhibition, most hits filed as inhibitors. O15296. purified 15hLO-2, xylenol orange hydroperoxide absorbance; also: potency is read from the fitted curve at half-maximal effect; nearly all actives have a fitted effect of over 60% in size; many of its hits are not listed in these tables
Target sequence (O15296 whole entry, looked up): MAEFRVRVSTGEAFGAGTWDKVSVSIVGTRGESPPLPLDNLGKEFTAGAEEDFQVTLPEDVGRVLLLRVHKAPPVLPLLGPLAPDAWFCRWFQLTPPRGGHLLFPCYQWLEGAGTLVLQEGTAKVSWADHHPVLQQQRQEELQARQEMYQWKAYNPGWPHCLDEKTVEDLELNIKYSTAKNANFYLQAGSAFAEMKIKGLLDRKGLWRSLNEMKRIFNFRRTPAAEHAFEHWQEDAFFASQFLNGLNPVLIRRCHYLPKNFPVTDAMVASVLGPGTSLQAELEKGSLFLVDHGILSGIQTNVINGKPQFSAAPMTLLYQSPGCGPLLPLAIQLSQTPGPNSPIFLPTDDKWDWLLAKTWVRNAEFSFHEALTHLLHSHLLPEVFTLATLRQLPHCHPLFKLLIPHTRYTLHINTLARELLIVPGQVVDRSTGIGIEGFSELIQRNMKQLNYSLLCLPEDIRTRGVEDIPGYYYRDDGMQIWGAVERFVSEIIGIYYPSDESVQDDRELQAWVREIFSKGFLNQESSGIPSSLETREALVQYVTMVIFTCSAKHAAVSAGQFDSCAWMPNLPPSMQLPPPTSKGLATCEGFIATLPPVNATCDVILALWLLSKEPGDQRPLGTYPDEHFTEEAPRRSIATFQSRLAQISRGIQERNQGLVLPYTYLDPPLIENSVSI
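Read-out: hydroperoxide product oxidises ferrous iron, measured as xylenol orange complex via the 573-to-405 nm absorbance ratio after 30 min. Reaction: 50 nM enzyme, 15 min compound preincubation, 45 uM arachidonic acid, 90 min RT, Hepes pH 7.5 with Triton X-100.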
PNC assembly inh: blocks assembly of the perinucleolar compartment | activity change (PNC), negative = inhibition, % at 10 µM | AID 2417 | actives 3.1% (n = 140,000) | PC3M PTB-GFP, PNC prevalence imaging, 16 h; active compounds read low;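 active = readout at or below -70, meaning at least 70% loss of cells showing the perinucleolar compartment, a nuclear body marking cancer cells; inconclusive = readout between -30 and a set limit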;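 also: plate controls were DMSO wells for no effect and camptothecin positive control wells for full effect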
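PC3M cells stably expressing PTB-GFP, 750–1000 cells/well, treated 16 h at 37 °C with compound (23 nl of library stock), in duplicate. After paraformaldehyde fixation and Hoechst stain, imaged at 20x; PNC prevalence scored by image analysis.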
12-hLO inh: inhibitors of human 12-lipoxygenase (ALOX12); P18054; actives 0.12% (n = 150,000); Potency, µM (top dose mostly 57.1 µM), inactives show at the highest dose activity change, negative = inhibition, hits mostly inhibitors; purified 12-hLO, xylenol orange hydroperoxide absorbance; AID 1452; also: potency is read from the fitted curve at half-maximal effect; nearly all actives have a fitted effect of over 55% in size; many of its hits are not listed in these tables
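150 nM 12hLO, 25 mM Hepes pH 7.0 + 0.01% Triton X-100; cpd preinc 15 min RT; 40 uM arachidonic acid, 30 min RT; Fe-XO 30 min; A573/A405 ratio as read-out.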
IMPase cell inh: cell-permeable inhibitors of inositol monophosphatase (IMPase); CHO-M1 cells, IP1 accumulation, HTRF TR-FRET ratio; inhibition (IP1 accumulation), % at 46.1 µM; 120,000 tested, under 10 active; active = well fitted curve in the direction sought with a large enough effect in the signal ratio, not every such curve was filed as active; inconclusive = small, poorly fitted or top-dose-only effect, or a change in a side signal; inactive = no such curve, though single readings can be large or run the other way; the % refers to the signal ratio;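 also: cells stimulated with carbachol in lithium chloride buffer; plate controls were DMSO basal wells for no effect and reference inhibitor wells for full effect; higher means more IMPase inhibition seen as more IP1 and lower FRET ratio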
Target sequence (P97697 whole entry, looked up): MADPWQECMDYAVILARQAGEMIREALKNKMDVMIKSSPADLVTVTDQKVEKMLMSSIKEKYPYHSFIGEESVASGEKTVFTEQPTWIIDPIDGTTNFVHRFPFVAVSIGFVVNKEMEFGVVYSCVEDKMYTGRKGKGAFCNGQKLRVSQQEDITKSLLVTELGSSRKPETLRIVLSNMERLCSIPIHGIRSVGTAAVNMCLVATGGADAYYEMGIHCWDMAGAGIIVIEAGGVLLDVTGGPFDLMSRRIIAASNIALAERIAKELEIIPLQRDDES
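CHO-M1, 2000 cells/well, cultured 16–30 h; cpd up to 46 uM; carbachol (50 uM solution, stimulation buffer w/ 50 mM LiCl, pH 7.4), 30 min 37C; IP-One TR-FRET, 10 min RT; Ex 320/Em 665, 620; Hill-fit AC50.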
Starred values were filed as active, the others as inactive; ? = inconclusive; / = not tested or not shown; & = joins results of further samples; [ ] = dose if it differs, or a comment. Unless noted, calls follow the shape of the dose curve; as a rule, active = well fitted curve in the direction sought with a large enough effect; inconclusive = small, poorly fitted or top-dose-only effect, or another doubt; inactive = no such curve, though single readings can be large; an effect the other way counts as inactive or inconclusive. Unless noted, % is scaled to controls: 0 for no effect and ±100 for the full control effect.

SMILES | ALOX15B inhib | PNC assembly inh | 12-hLO inh | IMPase cell inh
CCOCCn1c(COc2ccc(C)cc2)nc2ccccc21 | / | 17 | 0% | /
CCC(C)N1CCCC1C(=O)Nc1c(C)cc(C)cc1C (stereo not drawn) | / | -27 | 7% | -11
COC(=O)C1=C(SC)N(c2ccc(OC)cc2)C(c2ccccc2)CC1=O (stereo not drawn) | / | 18 | 3% | /
COc1ccc(/C=C/C(=O)Nc2ccc(-c3nnc4n3CCCCC4)cc2)c(OC)c1 | / | 36 | -3% | /
O=C(CN1CCN(CCN2C(=O)c3cccc4cccc(c34)C2=O)CC1)c1ccc(Cl)cc1 | / | 74 | -1% | /
COc1cc(/C=C2/C(=O)N(c3ccccc3)N=C2C)ccc1OS(=O)(=O)c1ccccc1 | / | ? | -1% | /
COc1oc(-c2ccccc2)nc1C(F)(F)F | 2% | -17 | 4% | 4
COc1cc(CC(=O)NNC(=O)c2cc(C)oc2C)cc(OC)c1OC | / | ? | 2% | 2
COc1ccc(C(=O)NCC(c2cccnc2)N2CCN(c3ccc(F)cc3)CC2)cc1OC (stereo not drawn) | / | 17 | -7% | -3
CC[C@@H]1C(c2ccccc2)=NN(c2ccccc2)[C@H]1C(=O)N1CCOC1=O | -22%[0.0915 µM] | / | -5%[0.00818 µM] | /
COc1cc2oc(=O)cc(-c3ccc(-c4ccc(OC(F)(F)F)cc4)cc3)c2c(OC)c1OC | 11%[0.0915 µM] | / | 3%[0.00818 µM] | /
Cc1nn(Cc2ccc(Cl)c(Cl)c2)c(C)c1NC(=O)c1cn(-c2ccccc2)nc1-c1ccccc1 | -4% | -28 | -2% | 4
COc1cc(O)c(CCC(=O)c2cc(OC)c(OC)c(OC)c2)c(OC)c1 | / | ? | 4% | /
CC(NC(=O)Cc1cccs1)C(c1cccs1)N1CCOCC1 (stereo not drawn) | / | 31 | 4% | 10
CCn1nnc(NC(=O)COc2ccc(C3CCCCC3)cc2)n1 | 8% | 18 | -2% | 3
CCN1c2ccccc2-c2nc3ccccc3n2C1c1cccs1 (stereo not drawn) | / | 9 | -2% | /
CS(=O)(=O)N(CC(=O)NC1CCCCC1)Cc1ccc(Cl)cc1 | 6% | 1 | 3% | 4
COc1ccccc1Oc1cc(F)nc(N)n1 | 11% | 18 | 4% | 4
COc1ccc2c(c1)OCc1c-2oc2cc(OC)ccc12 | -5% | / | -3% | /
COc1ccccc1OCCCc1c(C)n[nH]c1C | 29% | 58 | 0% | -1
CCN1CCN(Cc2nc3c(c(=O)n(C)c(=O)n3C)n2C(C)C(C)=O)CC1 (stereo not drawn) | 1% | -29 | -3% | -7
Cc1cccc(-c2nc(CN3CCCC(C(=O)NC4CCCC4)C3)c(C)o2)c1 (stereo not drawn) | 44%[activator] | 29 | 0% | 3
Cc1cccc(-n2nnc(C(=O)NCc3ccc4c(c3)OCO4)c2N)c1 | -4% | -1 | 1% | 2
COc1ccccc1NC(=O)C(O)C(O)C(=O)Nc1ccccc1OC (stereo not drawn) | 1% | ? | -2% | 0
Cc1cc(NC(=O)Cn2nc(C(F)(F)F)c3c2CCCC3)no1 | -1% | 16 | 1% | -7
O=C(CSc1ccc(-c2ccc(F)cc2)nn1)N1CCCCC1 | 3% | -7 | -1% | -7
CCC/C=N/NC(=O)c1cc(Br)ccc1O | / | -10 | -2% | /
Cc1cc2ccccc2c(=O)n1CC(=O)NCC(=O)N1CCN(c2ccccc2F)CC1 | -5% | -29 | -8% | 7
O=C(CCNS(=O)(=O)c1cccs1)NCc1ccco1 | -1% | 6 | -7% | -2
c1ccc(-c2noc(-c3ccc4ccccc4c3)n2)cc1 | -7% | 36 | 0% | -2
O=C(CSc1nnc(CNc2ccc(F)cc2)o1)OC1CCCCC1 | -8% | -2 | -10% | 6
Cc1cc(N2CCN(c3ccccc3)CC2)n2c(n1)nc1ccccc12 | 16% | -5 | 6% | -5
COC(=O)[C@@]1(Cc2ccc(OC)cc2)[C@H]2c3cc(C(=O)N4CCCC4)n(Cc4ccc(OC)c(OC)c4)c3C[C@H]2CN1C(=O)c1ccccc1 | -7% | 60 | -8%&-11% | /
CCOC(=O)Cc1cn2c(=O)cc(CSCC(=O)Nc3ccc(C)c(C)c3)nc2s1 | -6% | ? | -8% | -1
Cc1ccccc1C(=O)NC(CC(C)C)C(=O)Nc1ccc(F)c([N+](=O)[O-])c1 (stereo not drawn) | / | 37 | -1% | /
COC(=O)c1ccccc1NC(=O)CSc1nnc(-c2ccc(C)cc2)o1 | / | 237 | 2% | -6
CC(C)(C)NC[C@H](O)COc1cccc2c1CCCC2=O | 4%&-3%[25.6 µM] | / | 0%&0%[25.6 µM] | 0&-4[20.6 µM]
CCn1cc(C(=O)OCC(=O)OC2CC(C)CCC2C(C)C)c(=O)c2ccc(C)nc21 (stereo not drawn) | -21% | 12 | -4% | -1
Cc1ccc(NS(=O)(=O)c2cccc(C(=O)O)c2)c(C)c1 | -3% | ? | 3% | 3
CC(=O)c1ccc(N2CCN(C(=O)c3cc(C)on3)CC2)cc1 | / | 83 | 1% | 0
O=C(NCc1ccncc1)c1ccc(Cn2cc(C(F)(F)F)ccc2=O)cc1 | -3% | -18 | 2% | 7
Cc1cccc(C)c1NC(=O)c1sc(Cl)nc1C | / | -19 | 1% | /
Cc1noc(NC(=O)c2ccccc2Cl)c1C#N | 4%[11.4 µM] | 15 | 4% | 9[1.84 µM]
CS(=O)(=O)N1CCC(C(=O)Nc2ccc(Cl)c(C(F)(F)F)c2)CC1 | 0% | 4 | 0% | 7
COc1ccc2[nH]c(-c3cccc(F)c3)cc(=O)c2c1 | 2%[0.0915 µM] | ? | 6%[0.00818 µM] | /
O=c1c(-c2ccccc2)nc(-c2ccccc2)cn1O | 7% | -20 | -10% | 3
O=C(CCN1CCN(c2ccc(Cl)cc2)CC1)Nc1ccccc1F | 15% | 13 | -6% | 7
CC(C)COc1ccc(CSCCNC(=S)Nc2ccccc2)cc1 | 25µM* | 56 | 28µM* | 1
O=[N+]([O-])c1c(NCc2ccccc2)cc(N2CCc3ccccc3C2)c2nonc12 | / | -16 | -4% | 2
O=C(c1cccs1)C1C(c2ccc(Br)cc2)NC(=S)NC1(O)C(F)(F)F (stereo not drawn) | / | ? | -23% | /
(list continues)
SMILES | ALOX15B inhib | PNC assembly inh | 12-hLO inh | IMPase cell inh
CCOC(=O)c1sc2nc(C)c3c(c2c1N)CC(C)(C)OC3 | -1% | 31 | -2% | 2
CC(C)(C#CCN1CCCC1)OCCC#N | -3% | ? | 0% | 10
O=C(O)C(Cc1cccs1)C(=O)O | 1%[11.4 µM] | / | 5%[11.4 µM] | /
O=C(NCc1ccccc1)c1ccc(CN(c2ccccn2)S(=O)(=O)c2ccccc2)cc1 | 10% | 11 | 3% | -4
Cc1cccc(OCCOC(=O)Nc2ccccc2)c1 | / | -10 | 1% | /
COc1ccc(CNC(=O)c2cc(-c3cccs3)on2)cc1 | -20% | -21 | -2% | 7
O=[N+]([O-])c1ccc(CCNc2cccc3ccccc23)c([N+](=O)[O-])c1 | / | -5 | -2% | -8
COC(=O)[C@@]1(Cc2ccc(OC)cc2)[C@H]2c3cc(C(=O)N4CCCC4)n(CCc4c[nH]c5ccc(O)cc45)c3C[C@H]2CN1C(=O)c1ccccc1 | -17% | 24 | -21%&-25% | /
CCN(CC)S(=O)(=O)c1ccc(NC(=O)Nc2cccc(C(F)(F)F)c2)cc1 | -11% | 16 | -10% | 10
CCCc1ncc(C(O)c2ccc(OC)cc2)n1C (stereo not drawn) | -3% | ? | -2% | 3
COCC(=O)NC1CCN(C(=O)NCc2ccccc2)CC1 | -1% | -5 | 0% | 10
CCC(=O)N1CCc2cc(S(=O)(=O)NCCC(=O)Nc3ccccc3C)ccc21 | -8% | 2 | -5% | 3
CCOC(=O)c1cc(-c2ccc(C#N)cc2)nc2c1c(C)nn2CCC#N | -4% | -111* | 7% | 3
COc1ccc(CCCC(=O)Nc2ccc(F)cc2)cc1 | / | -7 | -5% | /
O=C(NCCc1ccccc1)C1CCN(S(=O)(=O)c2cccnc2)CC1 | 2% | -22 | -4% | 6
C/C(=N/NS(=O)(=O)c1ccc(C)cc1)P(=O)(O)O | -7%[11.4 µM] | / | 2%[11.4 µM] | /
CCC(=O)c1c[nH]c(C(=O)NCc2ccco2)c1 | -2% | 33 | -2% | -5
Cc1c(C(=O)N2CCCC2)oc2c1-c1[nH]ncc1CC2 | / | 33 | 1% | /
O=C(Nc1ccc2c(c1)CCC2)C1CCCO1 (stereo not drawn) | / | 10 | 5% | -5
Cn1nc(-c2ccccc2)c(CSc2cccc(Cl)c2)c1Cl | 4% | -25 | 0% | 2

Some of the entries so far, as a markdown table:
| SMILES | ALOX15B inhib | PNC assembly inh | 12-hLO inh | IMPase cell inh |
| --- | --- | --- | --- | --- |
| COCC(=O)NC1CCN(C(=O)NCc2ccccc2)CC1 | -1% | -5 | 0% | 10 |
| CCC(=O)N1CCc2cc(S(=O)(=O)NCCC(=O)Nc3ccccc3C)ccc21 | -8% | 2 | -5% | 3 |

Remaining list, next part
SMILES | ALOX15B inhib | PNC assembly inh | 12-hLO inh | IMPase cell inh
CC(=O)N1CCC(N(CCN2CCOCC2)C(=S)Nc2c(C)cccc2C)CC1 | / | 10 | -1% | /
Cc1ccc(S(=O)(=O)N2C(=O)CCC2C(=O)N2CCN(C)CC2)cc1 (stereo not drawn) | 1% | -28 | 1% | -7
NC1=NN(c2cccc(C(=O)O)c2)C(=O)C1 | / | 31 | -4% | /
Cc1ccc(S(=O)(=O)N(C)c2nonc2C)cc1 | 1% | ? | -8% | 4
COc1ccccc1C1C2=C(COC2=O)Nc2cc3c(cc21)OCO3 (stereo not drawn) | / | ? | 4% | 1
COc1ccc2c(c1OC)CN(C)CCc1cc3c(cc1C(O)C2)OCO3 (stereo not drawn) | -3% | -9 | -3% | -5
COc1ccc(/C(C)=N\Nc2nc(-c3ccc(Cl)cc3)cc(C(F)(F)F)n2)cc1OC | / | -16 | 0% | /
COc1ccc2nc(NCCCO)[nH]c2c1 | / | 39 | -3% | 18
CCOC(=O)C1=C(C)NC(C)=C(C(=O)OC)C1c1cccc([N+](=O)[O-])c1 (stereo not drawn) | / | 50 | -4% | /
COC(=O)c1cc(OC)c(OC)cc1NC(=O)C1CCCO1 (stereo not drawn) | 0% | 12 | -3% | -2
O=C(Nc1cccc(F)c1)C1CCN(C(=O)c2ccc(Br)cc2)CC1 | 7% | 14 | -6% | 0
COc1ccc(C(=O)O)c(O)c1OC | -6% | / | -2% | /
COc1ccc(/C=N/OCC(=O)Nc2nc3ccccc3s2)cc1OC | / | -25 | -4% | /
O=S(=O)(NCCNS(=O)(=O)c1ccc(F)cc1)c1ccc(F)cc1 | 3% | 23 | 1% | -2
O=C(Nc1ccc(S(=O)(=O)N2CCOCC2)cc1)c1ccc(Cl)s1 | -8% | 25 | -7% | 11
c1ccc2c(c1)OCC(c1nn3cnnc3s1)O2 (stereo not drawn) | 1% | -26 | -2% | -15
CCc1c(C)sc(NC(=O)C2CCCCC2C(=O)O)c1C(N)=O (stereo not drawn) | ? | -6 | -15% | -5
CCN(CCCNC(=O)CNC(=O)Cn1cnc2ccccc2c1=O)c1ccccc1 | 4% | -4 | -8% | 4
O=C(COC(=O)c1cccnc1Nc1ccccc1F)NCCN1C(=O)CSC1=O | 0% | ? | 0% | 7
CCN1C(=O)/C(=C2/Sc3ccc(OC)cc3N2C)SC1=Nc1cccc(O)c1 | ? | 81 | -2% | 9
CCS(=O)(=O)Nc1ccc(C(=O)c2ccccc2)cc1 | / | -23 | -3% | -2
c1ccc(C(c2nnnn2Cc2cccs2)N2CCN(C3CCCC3)CC2)cc1 (stereo not drawn) | 12% | 25 | 0% | 9

ALOX15B inhib, hit marks shown above.
SMILES | ALOX15B inhib | PNC assembly inh | 12-hLO inh | IMPase cell inh
CC(C)COc1ccc(CSCCNC(=S)Nc2ccccc2)cc1 | 25µM* | 56 | 28µM* | 1
